Screening data (PubChem BioAssay)
Cdc42 wt GTP: modulators of GTP binding to wildtype Cdc42, primary screen, biochemical, multiplex bead flow cytometry, Bodipy-GTP. Cell division control protein 42 homolog (Homo sapiens), P60953. GST-Cdc42 beads; actives lie on both sides. percent activity (GTP binding), % at 10 µM. 190,000 tested, 0.2% active. AID 761, 2007;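 active = percent activity GTP binding at least 20 points away from the 100% baseline, either down as inhibitor or up as activator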;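 note: median bead fluorescence of bound Bodipy-FL-GTP at 100 nM; 0% = excess unlabeled GTP control and 100% = no compound control; below 100% means less GTP binding so inhibitor and above means activator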
Bcl-W Bim block: inhibitors of Bim binding to Bcl-W, primary screen, biochemical, multiplexed, bead-based flow cytometry; inhibition, % at 10 µM; AID 952, 2007; 190,000 tested, 0.02% active; Bim peptide-Bcl-W binding;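 note: 0% = bound tracer without compound and 100% = peptide blocker; higher means less fluorescent Bim peptide bound to Bcl-W beads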
Target sequence (Q92843 whole entry, looked up): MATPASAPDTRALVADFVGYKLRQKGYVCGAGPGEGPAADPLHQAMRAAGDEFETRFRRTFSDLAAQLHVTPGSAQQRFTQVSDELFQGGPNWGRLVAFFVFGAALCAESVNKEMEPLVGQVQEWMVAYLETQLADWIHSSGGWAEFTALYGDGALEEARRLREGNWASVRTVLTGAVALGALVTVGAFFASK
Rac1 wt GTP bind: wildtype Rac1 GTP binding modulators, primary screen, biochemical, GST-Rac1 beads, flow cytometry, multiplex. fluorescent GTP binding; actives lie on both sides; 0 = cold GTP competed, 100 = untreated. 190,000 tested, 0.27% active. GTP binding activity (% of control), % at 10 µM;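 active = GTP binding activity at least 20 points away from the 100% control level, either lower or higher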
Bcl-B Bim block: inhibitors of Bim-Bcl-B binding, primary screen, biochemical, multiplexed, human Bcl-2 family | Bcl-2-like protein 10 (Homo sapiens), Q9HD36 | bead-based flow cytometry, Bim peptide-Bcl-B binding | inhibition, % at 10 µM | 190,000 tested, 0.073% active;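 note: 0% = tracer peptide without compound and 100% = reference inhibitor peptide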
Target sequence (Q9HD36 whole entry, looked up): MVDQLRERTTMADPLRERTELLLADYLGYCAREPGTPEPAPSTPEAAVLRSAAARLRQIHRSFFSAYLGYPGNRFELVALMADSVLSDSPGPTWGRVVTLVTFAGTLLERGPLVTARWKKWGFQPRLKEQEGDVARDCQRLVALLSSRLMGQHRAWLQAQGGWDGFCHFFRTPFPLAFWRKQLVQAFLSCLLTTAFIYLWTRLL
Rab7 wt modul: modulators of GTP binding to Rab7, primary screen, biochemical, wildtype, multiplex bead flow cytometry | Rab7 GTPase wild type (dog), Bodipy-FL-GTP binding | GST-Rab7 beads, fluorescent GTP binding; actives lie on both sides; untreated = 100%, excess cold GTP = 0% | GTP binding activity (percent of control), % at 10 µM | 190,000 tested, 0.055% active;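 active = fluorescent GTP binding to Rab7 beads changed by at least 20 points from the 100% baseline, either direction, mostly lower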;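 note: median green fluorescence of bound Bodipy-FL-GTP per Rab7 bead population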
Rac1 act GTP bind: GTP binding modulators of activated mutant Rac1, primary screen, biochemical, bead-based flow cytometry, multiplex, fluorescent GTP | 190,000 tested, 0.11% active | Ras-related C3 botulinum toxin substrate 1 (Homo sapiens), P63000 | GST-Rac1 activated beads; actives lie on both sides; 100% means binding = to untreated wells | percent activity (GTP binding), % at 10 µM;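 active = GTP binding at least 20 percentage points away from the 100% baseline, in either direction, so actives lie on both sides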
Bfl-1 Bim block: inhibitors of Bim binding to Bfl-1, primary screen, biochemical, multiplexed, bead-based flow cytometry; Bcl-2-related protein A1 (Homo sapiens), Q16548; inhibition, % at 10 µM; Bim-Bfl-1 binding inhibition; 190,000 tested, 0.12% active;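 note: 0% = wells without compound plus tracer and 100% = blocker peptide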
HRas wt GTP: modulators of GTP binding to HRas wildtype, primary screen, biochemical, bead-based flow cytometry, multiplex. GTP binding activity, % at 10 µM. 190,000 tested, 0.14% active. GST-Ras wt beads, Bodipy-FL-GTP binding; actives lie on both sides;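 active = GTP binding activity at least 20% away from the 100% baseline, either lowered as inhibitor or raised as activator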;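 note: 0% = unlabeled GTP competition control and 100% = no-compound control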
Target sequence (P01112 whole entry, looked up): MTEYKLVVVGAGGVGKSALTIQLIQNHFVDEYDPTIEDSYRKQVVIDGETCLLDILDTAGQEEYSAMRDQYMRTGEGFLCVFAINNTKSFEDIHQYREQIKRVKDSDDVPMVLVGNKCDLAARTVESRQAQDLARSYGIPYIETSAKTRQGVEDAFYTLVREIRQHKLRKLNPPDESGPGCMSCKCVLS
Rab2 wt GTP: modulators of GTP binding to Rab2A wildtype, primary screen, biochemical, dog, bead-based flow cytometry, multiplex; Ras-related protein Rab-2A (Canis lupus familiaris), P61105; GST-Rab2 wt beads, Bodipy-GTP binding; GTP binding activity, % at 10 µM; 190,000 tested, 0.19% active; AID 760, 2007;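 active = GTP binding activity at least 20 points away from 100%, either lowered or raised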;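 note: 0% = beads with excess unlabeled GTP and 100% = no-compound control corrected for plate trend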
Bcl-2 Bim block: inhibitors of Bim-Bcl-2 binding, primary screen, biochemical, multiplexed, human Bcl-2 family; Bead-based flow cytometry, Bim peptide-Bcl-2 binding; inhibition, % at 10 µM; 190,000 tested, 0.06% active; AID 950, 2007; in the data active = inhibition above about 40%;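 note: 0% = no compound wells with probe peptide and 100% = reference peptide inhibitor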
Target sequence (P10415 whole entry, looked up): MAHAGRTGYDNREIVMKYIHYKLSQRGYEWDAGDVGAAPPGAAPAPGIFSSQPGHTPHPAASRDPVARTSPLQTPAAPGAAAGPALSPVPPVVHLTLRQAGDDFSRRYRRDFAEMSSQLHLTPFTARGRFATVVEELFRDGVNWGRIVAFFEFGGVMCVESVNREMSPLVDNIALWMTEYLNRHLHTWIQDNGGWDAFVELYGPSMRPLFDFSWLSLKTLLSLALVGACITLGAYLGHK
Bcl-XL Bim block: inhibitors of Bim-Bcl-XL binding, primary screen, biochemical, multiplexed, bead flow cytometry, human Bcl-XL. inhibition, % at 10 µM. 190,000 tested, 0.04% active. AID 1007, 2008. Bcl-2-like protein 1 (Homo sapiens), Q07817. Bim peptide-Bcl-XL binding, fluorescence
Target sequence (Q07817 whole entry, looked up): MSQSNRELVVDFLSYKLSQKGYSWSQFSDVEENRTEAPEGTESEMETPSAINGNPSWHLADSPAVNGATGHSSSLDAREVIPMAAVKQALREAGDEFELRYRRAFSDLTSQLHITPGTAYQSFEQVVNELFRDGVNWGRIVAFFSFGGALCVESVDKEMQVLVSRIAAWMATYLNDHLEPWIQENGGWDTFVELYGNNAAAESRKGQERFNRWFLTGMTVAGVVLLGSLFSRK
An asterisk follows results filed as active. Cut-off read from the data, not from the text of the source, unless noted: active = inhibition above about 40%.

SMILES	Cdc42 wt GTP	Bcl-W Bim block	Rac1 wt GTP bind	Bcl-B Bim block	Rab7 wt modul	Rac1 act GTP bind	Bfl-1 Bim block	HRas wt GTP	Rab2 wt GTP	Bcl-2 Bim block	Bcl-XL Bim block
Cc1nc(C)c(Cc2ccccc2Cl)c(=O)[nH]1	102	-1	104	-5	97	100	0	98	98	-2	-4
Cc1sc2ncn(CC(=O)OC(C)C(=O)NC(C)(C)C)c(=O)c2c1C (stereo not given)	98	-2	96	-1	96	95	0	95	96	3	-4
COC(=O)c1cc(-c2ccc(Cl)cc2Cl)n[nH]1	100	0	97	0	94	96	3	94	97	0	0
O=C(c1ccc(N2CCN(S(=O)(=O)c3ccccc3)CC2)c([N+](=O)[O-])c1)N1CCOCC1	99	-1	105	-4	101	100	0	101	103	-2	-1
CCCCCc1nnc(NC(=O)C2COc3ccccc3O2)s1 (stereo not given)	93	3	96	2	98	92	-3	94	94	0	0
CCCC1C(=O)N(c2ccccc2)C1c1ccccc1 (stereo not given)	96	0	104	0	93	100	-2	97	97	-3	-1
O=C(NCCCN1CCOCC1)c1cccc(S(=O)(=O)N2CCc3ccccc3C2)c1	93	-3	98	0	94	96	2	95	92	-3	-1
Cc1cc(C)cc(OCC(=O)N/N=C/c2ccncc2)c1	101	-7	101	-9	98	99	-13	101	101	-10	-13
COc1cc(Cl)c(C)cc1NC(=O)c1cc(S(=O)(=O)N(C)C)ccc1N1CCCC1	97	10	101	12	97	98	3	99	96	10	16
Cn1nnnc1SCc1c(F)cccc1F	97	-3	106	-10	104	96	-14	96	98	-7	-12
COc1ccc(C(=O)Nc2nc3c(s2)Cc2cc(OC)ccc2-3)cc1	103	0	103	-7	100	100	2	102	101	0	-5
Cn1c(-c2ccccn2)[n+](C)c2ccccc21	104	-2	99	-1	97	98	-2	101	100	-1	-3
COC(=O)c1ccc(CSc2nc3c(c(=O)n2-c2ccc(C)cc2)SCC3)o1	97	0	99	-8	95	97	-9	98	98	-5	-3
CC(C)NC(=S)N/N=C/c1cccs1	102	-2	102	-2	102	99	-1	101	102	2	2
COc1ccccc1N1CCN(C(=O)C2CCC(Cn3c(=S)[nH]c4ccccc4c3=O)CC2)CC1 (stereo not given)	103	-3	102	-5	93	99	-3	101	102	-6	-2
O=C(Nc1nc2ccccc2[nH]1)c1ccc(Cl)c([N+](=O)[O-])c1	93	1	93	2	86	91	3	92	94	-1	0
C=CCNC(=S)N/N=C/c1ccc(C(C)(C)C)cc1	99	-3	99	0	101	96	-3	97	96	-2	0
CNC(=O)c1cc2c(=O)n3cccc(C)c3nc2n(C(C)C)c1=N	100	0	101	0	100	99	-2	99	100	-3	-2
COc1cc(/C=C/C(=O)OCC(=O)N2CCN(C(=O)c3ccco3)CC2)ccc1O	104	-1	106	-9	104	100	0	102	102	-3	-2
COc1ccc(N=Nc2c(C)[nH][nH]c2=O)cc1	98	0	104	-5	104	94	-4	99	100	0	0
CN(C)C(=O)c1nnsc1Sc1ccc(Cl)cc1	97	0	100	0	99	97	-3	95	98	-1	-1
Cc1nc(SCC(=O)NCc2ccco2)nc(C)c1C	101	0	100	-7	105	96	1	101	100	3	0
CCCC(=O)Nc1sc(C(=O)OC)c(C)c1C(N)=O	96	-6	100	-11	97	98	5	97	99	-2	-5
C(=C\c1ccccc1)/CSc1nnc(-c2cnccn2)n1Cc1ccco1	100	0	104	-7	101	96	-16	100	98	-4	-6
CC1CCC(N(CCCN)Cc2ccco2)CC1C (stereo not given)	97	0	99	-3	101	101	-4	99	101	-1	-1
Further records follow.
SMILES	Cdc42 wt GTP	Bcl-W Bim block	Rac1 wt GTP bind	Bcl-B Bim block	Rab7 wt modul	Rac1 act GTP bind	Bfl-1 Bim block	HRas wt GTP	Rab2 wt GTP	Bcl-2 Bim block	Bcl-XL Bim block
CC(C)c1nnc(N2C(=O)C(O)=C(C(=O)c3cccs3)C2c2ccccc2)s1 (stereo not given)	92	0	91	-6	93	91	-2	94	92	0	-3
Fc1cccc(Cl)c1Cn1nnc2c(NCc3ccccn3)ncnc21	102	-4	109	-6	101	98	-18	100	100	-8	-6
COC(=O)[C@@]1(Cc2ccc(F)cc2)[C@H]2c3cc(C(=O)N4CCCC4)n(CCc4c[nH]c5ccc(OC)cc45)c3C[C@H]2CN1C(=O)c1ccccc1	100	1	103	-3	103	99	0	100	100	0	-2
Cc1cccc(N2C(S)=C(C#N)C(=O)NC2c2ccco2)c1 (stereo not given)	99	2	100	-3	95	94	1	96	94	1	0
CCOC(=O)C1C(=O)C=C(N2CCOCC2)CC1c1cccc(OC)c1 (stereo not given)	96	-2	96	0	95	95	-3	95	95	-3	0
COc1ccc(C(=O)CNC2=NCCC2)cc1	98	2	101	0	104	94	-3	100	102	0	-2
OCC1(CCOc2ccccc2)CCN(Cc2ccc3c(c2)OCCO3)CC1	91	14	92	6	95	92	5	93	93	5	3
CN(C)c1ccc(N=C/C=C2\N(C)c3ccccc3C2(C)C)cc1	98	5	98	4	99	98	2	100	101	7	0
Cn1c(N)cc(-c2ccc(F)cc2)c(C#N)c1=O	98	-2	100	1	98	97	-1	98	97	-1	-2
Cc1cccn2c(=O)c(C=O)c(N3CCCCCC3)nc12	95	-2	96	-1	97	94	0	97	95	2	-1
O=C(Nc1ccccc1)c1sccc1Oc1ccc([N+](=O)[O-])cc1F	96	0	101	1	105	94	-1	99	98	-1	-1
CC1CN(Cc2cn(C)nc2-c2ccc(Oc3ccccc3)cc2)CCN1C (stereo not given)	98	-1	101	-2	107	99	-5	98	100	-1	-2
O=C(NCc1ccc2c(c1)OCO2)C1CCCN(S(=O)(=O)c2cccs2)C1 (stereo not given)	105	0	105	-5	100	102	-11	102	101	-4	-3
COc1ccc(OCC(=O)Nc2nnc(C)s2)cc1	100	0	100	-8	97	98	-5	100	99	-2	-4
Cc1cc(Nc2ccc(O)cc2)n2c(nc3ccccc32)c1C#N	98	2	99	3	96	97	3	98	96	1	2
O=C(Nc1cccc(Cl)c1)N(Cc1nc2ccccc2c(=O)[nH]1)Cc1cccs1	94	19	101	22	94	99	25	98	100	21	28
COc1ccc(NC(=O)c2sc3nc(Cc4ccccc4)cc(C(F)(F)F)c3c2N)cc1OC	105	4	108	8	99	100	8	100	97	4	5
Cc1cnn(C(=O)c2oc3ccccc3c2C)c1	97	0	102	-6	99	99	-13	98	98	-11	-2
Cn1c(SC2CCCCC2=O)nnc1-c1ccccc1F (stereo not given)	99	-5	99	-7	107	96	-3	94	97	-3	-1
O=C(CCC1CCCN(C(=O)c2ccoc2)C1)NCc1ccccc1F (stereo not given)	96	-5	96	-6	95	93	-6	95	96	-4	-7
CN(C)/C=C(/C(=O)c1ccccc1Cl)S(C)(=O)=O	104	6	103	0	104	98	-2	102	99	3	1
CC(C)c1ccc(SCc2noc(C(=O)NCC3CCCO3)c2C(=O)O)cc1 (stereo not given)	91	-1	93	-8	93	92	-10	94	89	-11	-12
c1ccc(-c2nn3c(-c4ccccc4)nnc3s2)cc1	107	2	110	-1	103	99	-6	108	99	0	0
Cc1ccc(C(=O)OCC(=O)NCc2ccco2)cc1	100	1	99	0	96	97	-9	97	99	-2	0
O=C(CCCSc1nc2ccccc2[nH]1)Nc1ccccc1	99	29	103	13	96	99	35	99	98	16	34

Grouped by structure, the entries above containing a cyano group
SMILES	Cdc42 wt GTP	Bcl-W Bim block	Rac1 wt GTP bind	Bcl-B Bim block	Rab7 wt modul	Rac1 act GTP bind	Bfl-1 Bim block	HRas wt GTP	Rab2 wt GTP	Bcl-2 Bim block	Bcl-XL Bim block
Cc1cccc(N2C(S)=C(C#N)C(=O)NC2c2ccco2)c1 (stereo not given)	99	2	100	-3	95	94	1	96	94	1	0
Cn1c(N)cc(-c2ccc(F)cc2)c(C#N)c1=O	98	-2	100	1	98	97	-1	98	97	-1	-2
Cc1cc(Nc2ccc(O)cc2)n2c(nc3ccccc32)c1C#N	98	2	99	3	96	97	3	98	96	1	2

More structures.
SMILES	Cdc42 wt GTP	Bcl-W Bim block	Rac1 wt GTP bind	Bcl-B Bim block	Rab7 wt modul	Rac1 act GTP bind	Bfl-1 Bim block	HRas wt GTP	Rab2 wt GTP	Bcl-2 Bim block	Bcl-XL Bim block
CNC(=O)CSc1cn(CC(=O)N(C(C)C)C(C)C)c2ccccc12	92	-1	94	-8	92	94	-6	93	93	-5	-2
COc1ccc(-n2nc(C(=O)O)c3ccccc3c2=O)c(OC)c1	102	4	106	-5	102	101	-8	103	103	-4	-15
CC(C)n1cc(NC(=O)C2CC(c3cccc(Br)c3)=NO2)cn1 (stereo not given)	99	2	98	-7	94	97	-11	99	96	-4	0
Fc1ccc(-c2nnc(CSc3nnc4ccccn34)o2)cc1	103	0	105	-3	97	101	-1	101	99	1	-1
COC(=O)COc1ccc(S(=O)(=O)NCc2ccncc2)cc1	101	-2	102	-9	98	99	-11	99	99	-10	-1
COc1ccc(C(=O)NCC(=O)NCC(=O)OCc2ccc(Br)cc2)cc1	98	0	99	-2	93	94	-6	97	99	-1	1
Cc1ccc(-c2csc3ncn(Cc4ccc(C(=O)O)cc4)c(=O)c23)cc1C	94	3	94	0	105	91	-2	97	96	1	0
CCOC(=O)c1cccc(NC(=O)CSc2nc3ccccc3c(=O)n2CC)c1	100	0	98	0	104	98	0	99	101	0	0
Cc1ccc(-c2csc(NC(=O)Cc3cccs3)n2)cc1C	94	-4	100	-9	97	99	-17	96	94	-10	-11
O=C(Nc1cnc2ccccc2c1)c1cccc(-n2cnnn2)c1	98	-4	100	-3	97	97	-1	96	97	-4	-2
O=C(NC1CCCCCC1)C1c2ccccc2C(=O)N1CCCN1CCOCC1 (stereo not given)	96	0	95	0	99	94	0	97	97	0	-1
CCC(=O)c1ccc(OCc2ccccc2)c(OC)c1	100	-3	103	-4	97	100	-1	98	99	0	-4
Cc1ccc(NC(=S)NNC(=O)c2nnn(-c3ccccc3)c2C)cc1	95	-1	98	-12	101	97	-1	99	97	1	-5
CCOC(=O)c1c(N)sc(C(O)(C(F)(F)F)C(F)(F)F)c1-c1ccc(F)cc1	100	-4	98	-2	96	97	-3	103	102	-4	-6
Cc1cccc(-n2cc(C#N)c(=O)[nH]c2=O)n1	103	-1	103	-3	99	98	2	100	99	0	-2
O=C(CC12CC3CC(CC(C3)C1)C2)N/N=C/c1ccc([N+](=O)[O-])o1	103	-1	107	3	94	99	3	99	100	3	-3
CCOC(=O)C1=C(c2ccccc2)Nc2ncnn2C1c1ccccn1 (stereo not given)	96	-1	96	-4	94	93	-1	99	98	-1	1
COc1cc2c(cc1NC(=O)c1ccncc1)oc1ccccc12	107	2	105	-8	104	101	-11	104	103	-7	-2
